# Screens (PubChem)
# DT40 TDP1 no CPT = qHTS for Inhibitors of human tyrosyl-DNA phosphodiesterase 1 (TDP1): qHTS in cells in absence of CPT. DT40 Tdp1-/- hTDP1 cells, no CPT, ATP luminescence, 48 h. Potency, µM (top dose mostly 46.2 µM), for the others: at the top dose activity change, negative = growth inhibition, usual class: inhibitors. 15% of 420,000 active. AID 686978, 2013; note: nearly all actives have a fitted effect of over 55% in size
#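 Luminescent ATP content (CellTiter-Glo) served as the growth readout. Knockout chicken DT40 cells expressing human TDP1 were exposed to compounds without camptothecin for a minimum 48 hr at 37 °C.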
# TDP1 inh = TDP1 (human) enzyme inhibition; Potency, µM (titrated, usually from 130 µM), for the others: at the highest dose activity change, negative = inhibition, most hits filed as inhibitors; 0.28% of 350,000 active; Q9NUW8; recombinant TDP1, AlphaScreen DNA substrate cleavage; AID 485290; note: nearly all actives have a fitted effect of over 40% in size
# Target sequence (Q9NUW8 whole entry, looked up): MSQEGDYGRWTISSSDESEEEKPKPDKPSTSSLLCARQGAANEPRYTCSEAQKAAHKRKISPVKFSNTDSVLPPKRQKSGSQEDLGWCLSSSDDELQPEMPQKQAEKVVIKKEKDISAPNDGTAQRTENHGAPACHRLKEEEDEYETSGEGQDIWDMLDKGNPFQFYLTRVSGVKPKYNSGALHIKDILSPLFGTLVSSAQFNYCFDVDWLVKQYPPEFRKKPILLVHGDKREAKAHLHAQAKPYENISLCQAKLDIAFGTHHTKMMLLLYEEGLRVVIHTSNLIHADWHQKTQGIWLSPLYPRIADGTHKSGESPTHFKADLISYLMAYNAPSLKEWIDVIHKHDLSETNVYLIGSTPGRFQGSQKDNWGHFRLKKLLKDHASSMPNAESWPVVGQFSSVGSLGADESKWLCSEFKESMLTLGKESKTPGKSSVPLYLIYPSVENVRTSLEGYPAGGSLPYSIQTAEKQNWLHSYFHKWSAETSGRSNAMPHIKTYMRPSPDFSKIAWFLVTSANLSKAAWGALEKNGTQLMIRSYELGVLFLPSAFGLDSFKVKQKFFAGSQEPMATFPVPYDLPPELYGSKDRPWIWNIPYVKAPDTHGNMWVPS
#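 Here, a 5' biotin and 3' phosphotyrosine-FITC DNA oligonucleotide reports Tdp1 activity: intact substrate bridges AlphaScreen beads, while cleavage leaves a 3' phosphate and drops signal. All incubations at room temperature.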
# DT40 TDP1 CPT = growth inhibition of DT40 Tdp1-/-;hTDP1 cells with camptothecin (screen for TDP1 inhibitors) | chicken DT40 Tdp1-/-;hTDP1 cells + 20 nM CPT, ATP luminescence, 48 h | Potency, µM (titrated, usually from 46.2 µM), for the others: at the top dose activity change, negative = growth inhibition, hits mostly inhibitors | 12% of 420,000 active | AID 686979; note: nearly all actives have a fitted effect of over 55% in size
#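 Chicken DT40 Tdp1-/- cells complemented with human TDP1, 400 cells/well, exposed to compounds plus 20 nM camptothecin for at least 48 h at 37 C; viability read as ATP content by CellTiter-Glo luminescence.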
# Active calls of the source: *; ? = inconclusive; . = not tested or not shown; & = joins results of further samples; [ ] = dose if it differs, or a comment. Calls come from the whole dose curve; as a rule, active = well fitted curve in the direction sought with a large enough effect; inconclusive = small, poorly fitted or top-dose-only effect, or another doubt; inactive = no such curve, though single readings can be large; an effect the other way counts as inactive or inconclusive. % is set by controls: 0 for no effect and ±100 for the full control effect; potency is the fitted concentration of half-maximal effect.
SMILES,DT40 TDP1 no CPT,TDP1 inh,DT40 TDP1 CPT
COc1ccc(CCC(=O)N2CCN(c3cccc(C)c3C)CC2)cc1,?,0%,?
COC(=O)[C@@]1(Cc2ccc(F)cc2)[C@H]2c3cc(C(=O)N4CCCC4)n(Cc4ccccc4)c3C[C@H]2CN1C(=O)c1ccccc1,23µM*,-3%,?
Cc1ccc(S(=O)(=O)N2CCCCC2)cc1NC(=O)Cn1cnnn1,0%,10%,-2%
CCOC(=O)c1c(NC(=O)c2ccc(S(=O)(=O)N(C)C3CCCCC3)cc2)sc2c1CCN(C(C)C)C2,7.3µM*,3%,12µM*
Cc1cc(=O)c(C(=O)Nc2cccc(C(=O)NC3CC3)c2)nn1-c1ccccc1Cl,18%,-1%,-27%
COc1cc2[nH]c(=S)n(Cc3ccco3)c(=O)c2cc1OC,-21%,4%,-9%
NC(=O)CSCc1c(Cl)cccc1Cl,-5%,7%,-7%
COc1ccc(OC)c(NC(=O)N2c3ccccc3Sc3ccccc32)c1,?,.,18µM*
CCCOc1ccc(-c2nc3ccccc3c(=O)o2)cc1,4%,.,0%
Cc1ccc(S(=O)(=O)NCC(=O)Nc2cccc([N+](=O)[O-])c2)cc1,?,-1%,-2%
CSCCC(NS(=O)(=O)/C=C/c1ccccc1)C(=O)O (configuration not stated),-13%,7%,-4%
O=C(CSCc1cccc(Cl)c1)NCc1ccc2c(c1)OCO2,-8%,8%,4%
CN1CCC/C1=C1/C(=O)N(c2ccccc2)N=C1NC(=O)Nc1cccc(Cl)c1,15µM*,3%,8.2µM*
Cc1ccc(NC(=O)COC(=O)c2ccc(Cl)cc2)cc1S(=O)(=O)N(C)C,?,5%,?
N#Cc1ccc(C(C(=O)NCc2ccccc2)n2c(=O)c(-c3cc4ccccc4[nH]3)nc3ccccc32)cc1 (configuration not stated),9.2µM*,.,12µM*
O=C(OCc1nc2ccccc2s1)c1ccccc1O,-12%,-8%,4%
CCC(C(=O)NC(C)(C)C)N(Cc1ccco1)C(=O)CNS(=O)(=O)c1ccc(OC)cc1 (configuration not stated),-4%,.,4%
O=C(O)CCCCCNC(=O)/C=C/c1ccco1,-16%,6%,-2%
CCOC(=O)c1ccccc1NC(=O)COC(=O)CSCC(=O)Nc1cc(C)on1,-13%,-15%,-11%
c1ccc2c3c([nH]c2c1)C1(CCCCC1)NCC3,-20%,4%,-1%

# Of the compounds above, three have a furan ring, fused or not:
SMILES,DT40 TDP1 no CPT,TDP1 inh,DT40 TDP1 CPT
COc1cc2[nH]c(=S)n(Cc3ccco3)c(=O)c2cc1OC,-21%,4%,-9%
CCC(C(=O)NC(C)(C)C)N(Cc1ccco1)C(=O)CNS(=O)(=O)c1ccc(OC)cc1 (configuration not stated),-4%,.,4%
O=C(O)CCCCCNC(=O)/C=C/c1ccco1,-16%,6%,-2%

# Compound profiles, as listed above. Order of values: DT40 TDP1 no CPT	TDP1 inh	DT40 TDP1 CPT
# O=C(OCc1nc2ccccc2s1)c1ccccc1O across the screens: -12%	-8%	4%
# CN1CCC/C1=C1/C(=O)N(c2ccccc2)N=C1NC(=O)Nc1cccc(Cl)c1 across the screens: 15µM*	3%	8.2µM*
# O=C(O)CCCCCNC(=O)/C=C/c1ccco1 across the screens: -16%	6%	-2%
# CCC(C(=O)NC(C)(C)C)N(Cc1ccco1)C(=O)CNS(=O)(=O)c1ccc(OC)cc1 (configuration not stated) across the screens: -4%	.	4%
# O=C(CSCc1cccc(Cl)c1)NCc1ccc2c(c1)OCO2 across the screens: -8%	8%	4%

# More results.
SMILES,DT40 TDP1 no CPT,TDP1 inh,DT40 TDP1 CPT
Cc1ccc(S(=O)(=O)N2CC(=NN=C(N)N)C2)cc1,?,2%,-23%
CCN(CC)C(=O)C(=O)N/N=C/c1ccc(C(=O)OC)cc1,-10%,5%,-5%
COc1ccc(C2CC(O)(c3ccccc3)Oc3cc(OC)c(OC)c(OC)c32)cc1 (configuration not stated),?,19%&-2%,?
c1ccc(CCNc2ncnc3scc(C4COc5ccccc5O4)c23)cc1 (configuration not stated),18µM*,0%,?
c1ccc(CNc2ncnc3nc[nH]c23)nc1,2%&-2%,2%,-2%&8%
Cn1cc(/C=C2\SC(=O)N(c3ccc(O)cc3)C2=O)c2ccccc21,16µM*,.,?
CNc1c(NS(=O)(=O)c2ccc(F)c(Cl)c2)c(=O)oc2ccccc12,?,8%,?
O=C(c1cc(-c2ccccc2Cl)nc2ccccc12)N1CCC1,?,-10%,-28%
C=CCn1c(C)cc(C(=O)COC(=O)CCc2cc(OC)c(OC)c(OC)c2)c1C,0%,9%,0%
CS(=O)(=O)N1CCN(C(=O)c2cccnc2)CC1,-7%,2%,-15%
CCS(=O)(=O)N1CCc2cc(C(=O)NCc3ccc(OC)cc3)ccc21,?,9%,?
CCOC(=O)CCn1cnc2onc(-c3cc(OC)ccc3Cl)c2c1=O,-13%,-1%,22%
Cn1c(=O)c2ccccc2n2c(CCl)nnc12,15µM*,3%,12µM*
Cc1cc(SCC(=O)N(CC(C)C)c2c(N)n(CC(C)C)c(=O)[nH]c2=O)nc2ccccc12,-4%,0%,-14%
CCC(=O)Nc1ccc(C(=O)OCc2ccccc2)cc1,-1%,-5%,-20%
COc1cccc(C(=O)/C=C/c2ccc(N3CCCCC3)c([N+](=O)[O-])c2)c1,?,12%,18µM*
CC(CCC(=O)O)C1CC[C@@]2(C)C3C(=O)CC4C(C)(C)C(O)CC[C@]4(C)C3C(=O)C[C@]12C (some centres not stated),12%,5%,38%[activator]
Cc1cc(C(=O)OCC(=O)Nc2cccc(S(N)(=O)=O)c2)c(C)o1,4%,1%,-4%
Cc1cc(NS(=O)(=O)c2ccc(NC(=O)CSc3nc4ncccc4[nH]3)cc2)nc(C)n1,10%,4%,13%
COc1ccc(NC(=O)C[C@H]2C(=O)N(c3ccccc3)C[C@@H]2C)cc1,?,.,-27%
CCc1nn2c(-c3ccccc3OC)ccnc2c1-c1ccc(F)cc1,?,2%,23µM*
COc1cccc2[nH]c(=O)c(-c3ccccc3)cc12,4%,.,-1%
CC(=O)/C(C)=N\O,-5%,7%,-1%
CCCN1CCC(=O)N([C@H](CO)Cc2ccccc2)CC1,-11%&0%,.,1%&3%
COc1ccccc1C(C)Nc1nc(-c2cccnc2)nc2ccccc12 (configuration not stated),23µM*,10%,18µM*
O=C(Nc1cccc([N+](=O)[O-])c1)c1ccc(CN2CCOCC2)cc1,-25%,1%,-5%
COc1ccc(CCNC(=O)CN(c2ccc(OC)c(OC)c2)S(C)(=O)=O)cc1,-18%,3%,-6%
Cc1ccc(NC(=O)c2ccccc2)cc1-n1cnnn1,-12%,6%,-3%
COc1cc(OC)c(Nc2cc(C)nc3ncnn23)cc1Cl,?,2%,-26%
C=C(C)CSc1nc(N)cc(=O)[nH]1,-6%,-5%,2%
CC(C)/C=N/Nc1nc(-c2ccc(Br)cc2)cs1,16µM*,4%,23µM*
O=c1ccn([C@@H]2O[C@H](CNCc3ccc(-c4cc(C(F)(F)F)ccc4Cl)o3)[C@@H](O)[C@H]2O)c(=O)[nH]1,?,.,?
COc1ccc(C(=O)N2CCC3(CCN(C)CC3)CC2)cc1,7%,.,9%
COc1ccccc1C1CN=NC12CCCc1ccccc1C2=O (configuration not stated),?,-2%,?
CCN(Cc1ccccc1)S(=O)(=O)c1c(C(=O)N2CCCC2)c(C)n(C)c1C,5%,9%,-17%
COC(=O)Cn1c(CN2CCN(c3ccc(F)cc3)CC2)nc2c1c(=O)n(C)c(=O)n2C,1.8µM*,1%,2.3µM*
O=S(=O)(c1cc(Cl)ccc1Cl)n1ccnc1,-1%,-1%,1%
COC(=O)C(C)Oc1cc(OC(C)C(=O)OC)c2c(-c3ccccc3)cc(=O)oc2c1 (configuration not stated),-18%,.,-10%
Cc1cc(OCc2ccccc2)ccc1/C(O)=C1/C(=O)C(=O)N(Cc2cccnc2)C1c1ccncc1 (configuration not stated),-2%,5%,7%
CCCCn1c(=S)[nH]c2cc(S(=O)(=O)N3CCOCC3)ccc21,?,1%,?
COCC(C)NCc1cc(Br)ccc1OC (configuration not stated),-11%,.,3%
COCCN1C(=O)C(=O)/C(=C(/O)c2ccc(S(=O)(=O)N3CCCCC3)cc2)C1c1ccc(OC)c(OC)c1 (configuration not stated),1%,8%,6%
COc1ccc(CCNC(=O)c2ccccc2NC(=O)c2ccco2)cc1OC,?,3%,-24%
COc1ccc(C(C)(C)C)cc1NC(=O)Cn1cnnn1,-2%,3%,1%
CCOC(=O)N1CCN(CC(=O)Nc2ccc(F)c(F)c2F)CC1,-20%,0%,-3%
O=C(CN1C(=O)/C(=C/c2cccc(Br)c2)SC1=S)NC1=NCCS1,-18%,0%,19%
Cc1ccc(C2(C)NC(=O)N(CC(=O)NNC(=O)c3cc(C)oc3C)C2=O)cc1 (configuration not stated),7%,3%,20%
O=c1c2c3c(sc2n(CCN2CCCC2)c(=O)n1Cc1ccccc1)CCCCC3,12µM*,.,13µM*
CCOC(=O)CSc1nc2c(c(=O)n1-c1ccc(OCC)cc1)SCC2,-18%,4%,-16%
O=C(CN1CCC(n2nnc3ccccc32)CC1)Nc1ccc2c(c1)CCC2,?,3%,?
# Additional structures:
SMILES,DT40 TDP1 no CPT,TDP1 inh,DT40 TDP1 CPT
CCc1ccc2c(c1)cc(CN(C(=S)Nc1ccccc1C)C1CC1)c1nnnn12,-20%,-3%,-28%
CCOc1cc(OCC)cc(C(=O)NCCN2CCC(n3c(=O)[nH]c4ccccc43)CC2)c1,?,.,?
Cc1sc2ccccc2c1CNC[C@H]1O[C@@H](n2cnc(C(N)=O)n2)[C@H](O)[C@@H]1O,-2%,.,8%
Cc1ccc(OCCNS(=O)(=O)c2ccc(Cl)cc2)cc1,-5%,-4%[56.1 µM],-30%
O=C(Nc1cccc(Cl)c1Cl)c1csc([C@@H]2O[C@H](CO)[C@@H](O)[C@H]2O)n1,?,.,23µM*
Clc1cccc(-n2ncc3c(NCCCn4ccnc4)ncnc32)c1,?,10%,21µM*
CN(C)CCn1nnnc1SCC1=C(C(=O)O)N2C(=O)[C@@H](NC(=O)Cc3csc(N)n3)[C@H]2SC1,10%,.,10%
CC(C)CC1NC(=O)N(CC(=O)Nc2ccccc2-c2ccccc2)C1=O (configuration not stated),?,8%,-6%
COc1c(C)cc(C(=O)C2CCCN(Cc3c(C)n(C)n(-c4ccccc4)c3=O)C2)cc1C (configuration not stated),-28%,3%,-28%
CCCCCCN1C[C@@H](n2cc(COC(=O)c3ccccc3)nn2)[C@H](O)C[C@@H]1c1ccc(C)cc1,12µM*,.,18µM*
O=C(O)C(c1ccccc1)N1C(=O)/C(=C\c2ccc(-c3cccc(Cl)c3)o2)SC1=S (configuration not stated),4%,.,-2%
Cc1cc(C)n2nc(C(=O)OCC(=O)NC3CCS(=O)(=O)C3)nc2n1 (configuration not stated),9%,.,3%
CCOc1ccccc1CNC(=O)c1cc(-c2ccc(OC)cc2)nc2ccc(C(C)C)cc12,16µM*,5%,16µM*
Cc1ccc(-n2c(O)c(C=Nc3ccc(S(=O)(=O)Nc4ncccn4)cc3)c3ccccc3c2=O)cc1C,?,5%,?
COc1ccccc1C(=O)NC(=O)Nc1c(C)cc(C)cc1C,-25%,.,?
CC(C)=N/N=C(/c1ccc([N+](=O)[O-])cc1)C12CN3CN(CN(C3)C1)C2,?,2%,?
CC(C)N(C(=O)CSc1nc(COc2ccccc2)nc2ccccc12)C(C)C,?,0%,23µM*
COc1ccc(OC)c(S(=O)(=O)n2cccn2)c1,-16%,3%,-9%
O=C(CNc1cccc2ccccc12)N/N=C/C(Br)=C/c1ccccc1,10µM*,9%,12µM*
CC1CC1C(=O)Nc1nc2ccc(Cl)cc2s1 (configuration not stated),?,.,?
O=C(CCc1nnc2ccc(N3CCCC3)nn12)Nc1cc(F)ccc1F,-2%,2%,-17%
CCN(C(=O)CSc1nnc(-c2ccc(Cl)cc2)n1C)C1CCS(=O)(=O)C1 (configuration not stated),11%,1%,3%
Cc1ccc2c(Cl)c(C(=O)Nc3nn[nH]n3)sc2c1,-28%,5%,-18%
Cc1ccc([C@@H]2C[C@H]3CN(Cc4cccc(Cl)c4)C(=O)[C@]34CCCN24)o1,-10%,1%,-8%
